DAGLB inhibitor: diacylglycerol lipase beta (human) inhibition | HEK293T DAGLB membrane lysate, EnzChek fluorogenic substrate | hit rate 0.059% among 340,000 | Q8NCG7 | inhibition, % at 5.17 µM; in the data active = inhibition above about 34%;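 also: 0% = enzyme with vehicle and 100% = wells lacking enzyme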
RTF Ca sens inh: cardiac RTF calcium desensitization | P19429+P45379 | IANBD-labeled cardiac RTF, Ca2+ fluorescence | inhibition, % at 7.15 µM | hit rate 0.12% among 340,000 | AID 493244;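 active = inhibition above the mean inhibition of all tested compounds plus 3 SD, cut at about 17% in these data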;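 also: assay run at fixed EC70 calcium of 1.6 mM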
PKA-R2B act: activates the human PKA-R2B holoenzyme complex. P22694+P31323. PKA-R2B holoenzyme dissociation, Cy5-IP20 fluorescence polarization; R2B truncated from residue 108, S112A mutant; 0% DMSO only, 100% 113 µM cGMP. activation, % at 11.4 µM. hit rate 0.079% among 340,000. AID 504700;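 active = activation above a cutoff set at the mean over all compounds plus 3 SD, cut at about 18% in these data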;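 also: higher means more holoenzyme dissociation and a rise in polarization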
Target sequence (P31323 whole entry, looked up, other chains not shown, the tested form may be a part): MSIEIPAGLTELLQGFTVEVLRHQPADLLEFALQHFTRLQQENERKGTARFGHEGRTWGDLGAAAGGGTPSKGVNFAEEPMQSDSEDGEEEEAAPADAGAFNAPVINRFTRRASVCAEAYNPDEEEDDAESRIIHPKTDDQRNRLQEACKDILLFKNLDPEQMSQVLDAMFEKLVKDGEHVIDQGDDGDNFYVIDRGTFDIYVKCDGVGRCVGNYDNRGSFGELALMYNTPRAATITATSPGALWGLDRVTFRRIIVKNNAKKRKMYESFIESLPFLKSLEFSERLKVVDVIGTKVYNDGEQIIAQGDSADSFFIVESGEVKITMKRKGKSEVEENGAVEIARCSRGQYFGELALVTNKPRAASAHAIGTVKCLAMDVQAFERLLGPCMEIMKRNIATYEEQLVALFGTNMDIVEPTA
Arr AP2 block: blocks beta-arrestin peptide binding to AP2 adaptin; FITC-arrestin peptide / GST-AP2 beads, flow cytometry; AP2 beta2 appendage carries R879A mutation; inhibition, % at 10 µM; hit rate 0.31% among 340,000;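 active = inhibition above a set limit, near 3 SD of compounds lacking own fluorescence, cut at about 54% in these data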;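 also: plate controls were DMSO wells for no effect and 5 µM unlabelled arrestin peptide for full effect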
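System: GST-AP2 R879A glutathione beads. Medium: PBS with 0.05% Tween 20 and 0.1% BSA. Also added: FITC-arrestin peptide, 50 nM. Incubation: 12 min plus 1 h, RT. Measured by: high-throughput flow cytometry of beads, ex 488, em 535 nm. Evaluation: percent drop in bead-associated FITC signal.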
PvdQ acylase: blocks Pseudomonas aeruginosa PvdQ acylase activity; AID 488965; hit rate 0.063% among 340,000; purified PvdQ acylase, fluorescence plate reader; inhibition, % at 10 µM; in the data active = inhibition above about 30%, passing the limit was not always enough;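 also: 0% = vehicle neutral wells and 100% = reference inhibitor wells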
SR-BI uptake up: activators of SR-BI mediated HDL lipid uptake; CHO ldlA[mSR-BI] cells, DiI-HDL uptake fluorescence, 3 h; 100 = double the neutral-control signal; hit rate 0.096% among 320,000; activation, % at 12.5 µM; AID 504775;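 active = mean replicate activation of at least 60% and every replicate at or above 60%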;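 also: 0% = median plate neutral-control signal and 100% = twice that signal; values of inactives mirror those of a sister screen read the other way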
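Test system: SR-BI-overexpressing, LDLR-lacking CHO cells. Measured by: DiI fluorescence, bottom read. Medium: Ham's F12 with 0.5% BSA, HEPES 25 mM, pH 7.4. Timing: 3 h uptake period with compound, 37 °C.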
SR-BI DiI inh: inhibitors of mouse SR-BI mediated HDL lipid uptake. Q61009. ldlA[mSR-BI] CHO cells, DiI-HDL uptake fluorescence, 3 h. inhibition, % at 12.5 µM. hit rate 0.96% among 320,000;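 active = mean replicate inhibition of at least 70% and a set share of replicates each scoring 70 or more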;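 also: 0% = median of neutral control wells and 100% = median of positive control wells; values of inactives mirror those of a sister screen read the other way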
Keap1 Nrf2 FP: disrupts human Keap1 binding to Nrf2 peptide; Keap1 Kelch-Nrf2 peptide fluorescence polarization, 1536-well; inhibition, % at 9.4 µM; hit rate 0.15% among 340,000; in the data active = inhibition above about 12%;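 also: human Keap1 Kelch domain with fluorescein labeled Nrf2 9mer peptide probe; 0% = neutral control wells and 100% = peptide positive control; higher means more block of Keap1 binding to Nrf2 peptide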
Target sequence (Q14145 whole entry, looked up, the tested form may be a part): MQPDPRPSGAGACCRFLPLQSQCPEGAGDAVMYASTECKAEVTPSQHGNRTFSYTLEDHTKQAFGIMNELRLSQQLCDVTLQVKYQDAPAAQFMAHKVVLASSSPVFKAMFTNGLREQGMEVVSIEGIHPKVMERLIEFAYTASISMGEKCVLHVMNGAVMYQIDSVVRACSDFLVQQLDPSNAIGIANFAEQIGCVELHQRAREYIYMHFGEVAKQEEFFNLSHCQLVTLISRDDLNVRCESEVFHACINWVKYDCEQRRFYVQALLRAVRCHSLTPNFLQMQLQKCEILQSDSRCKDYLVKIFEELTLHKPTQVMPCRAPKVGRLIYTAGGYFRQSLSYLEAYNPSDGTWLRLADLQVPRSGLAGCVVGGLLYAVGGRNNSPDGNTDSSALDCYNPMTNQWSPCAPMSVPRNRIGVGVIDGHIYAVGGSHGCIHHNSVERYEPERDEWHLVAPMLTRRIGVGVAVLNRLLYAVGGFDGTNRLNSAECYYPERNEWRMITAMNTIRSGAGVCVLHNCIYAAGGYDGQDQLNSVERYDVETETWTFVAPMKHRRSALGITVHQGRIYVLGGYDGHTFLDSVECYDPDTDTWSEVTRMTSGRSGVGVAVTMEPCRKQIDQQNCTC
LANA DNA inh: blocks KSHV LANA C-terminal domain binding to DNA. inhibition, % at 9 µM. MBP-C-LANA/FAM-LBS DNA binding, fluorescence polarization. AID 504423. hit rate 0.078% among 340,000;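 active = highest replicate inhibition at or above 60% at 9 µM, even if other replicates fall short; inactive = all replicates below 60% inhibition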;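 also: 0% = neutral control wells and 100% = 4 µM acridine orange control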
NSD2 HMT inh: blocks human histone methyltransferase NSD2; AID 743445; hit rate 0.54% among 310,000; O96028; NSD2 peptide methylation, AlphaScreen, 120 min; inhibition, % at 12.5 µM; in the data active = inhibition above about 50%
Starred values were filed as active, the others as inactive; . = not tested or not shown.

SMILES | DAGLB inhibitor | RTF Ca sens inh | PKA-R2B act | Arr AP2 block | PvdQ acylase | SR-BI uptake up | SR-BI DiI inh | Keap1 Nrf2 FP | LANA DNA inh | NSD2 HMT inh
CC(C)(C)NC(=O)C(c1ccc(O)cc1)N(C(=O)CCC(=O)Nc1ccccn1)c1ccc(F)cc1 (stereo not drawn) | -2 | 3 | -4 | 2 | 8 | 7 | -7 | -2 | -0.5 | 0
CC(C)c1cc(CNC(=O)CCc2nnc(CCCc3ccccc3)o2)on1 | -1 | 1 | -3 | 2 | -11 | 13 | -13 | -4 | 0.5 | -2
COC(=O)c1c(C(=O)OC)c2ccccn2c1C(=O)c1ccc([N+](=O)[O-])cc1 | -1 | -1 | -5 | 18 | 6 | -9 | 9 | -3 | -2.7 | 26
COCCn1c(=S)[nH]c2sc3c(c2c1=O)CCCC3 | -1 | -3 | -10 | 0 | -6 | 6 | -6 | -2 | 0.3 | 33
CC(=O)NC12CC3CC(CC(CC(=O)O)(C3)C1)C2 | 1 | 1 | -6 | 0 | -4 | 30 | -30 | -7 | -0.1 | 0
O=C(CN(C(=O)CCC(=O)Nc1ccccn1)c1ccc(F)cc1)NCc1ccco1 | -2 | -14 | 2 | -6 | -18 | -6 | 6 | 0 | -1.1 | -4
CCOC(=O)Cc1c(C)nc(N)[nH]c1=O | -1 | -7 | 2 | 41 | 0 | 16 | -16 | 2 | -1.6 | -1
COc1ccc(C(c2sc3ncnn3c2O)N2CC(C)OC(C)C2)cc1OC (stereo not drawn) | -3 | 1 | 8 | 2 | 3 | 46 | -46 | -5 | 0.4 | .
Nc1ccc(SC(F)(F)F)cc1C(=O)c1ccccc1 | -7 | 7 | -14 | 37 | -9 | 1 | -1 | -1 | -0.9 | -1
O=C(O)c1ccc(NS(=O)(=O)c2ccc3nnn(O)c3c2)cc1 | 2 | -12 | 2 | 2 | -20 | 48 | -48 | 1 | -2.2 | 0
Cc1ccccc1-n1ncc(C(C)NC(=O)c2ccco2)c1C (stereo not drawn) | 2 | -14 | -7 | 8 | -24 | 9 | -9 | -4 | 0.1 | 2
Cc1cc(C)c2ccc(Cl)cc2n1 | 1 | -20 | 8 | -1 | -9 | 24 | -24 | -1 | 0.2 | .
Cc1nc2ccc(NC(=S)N3CCOCC3)cc2nc1C | 2 | 1 | -9 | 4 | 8 | 0 | 0 | -1 | -0.7 | 49
COc1cccc(/C=N/NC(=O)c2cc3c(OC)cccc3[nH]2)c1OC | 0 | -2 | -13 | -40 | 0 | . | . | -1 | 1.5 | 1
O=C(Nc1nc(-c2cccs2)c(-c2ccccc2)s1)c1ccco1 | 0 | -15 | 1 | 39 | 3 | -43 | 43 | -1 | -1.4 | 0
Cc1ccc(S(=O)(=O)Cc2ccc(C(=O)N3CCC(C)CC3)cc2)cc1 | -1 | -6 | 2 | 1 | 8 | 0 | 0 | -3 | -0.1 | -3
CCOC(=O)CSc1nc2c(cnn2-c2ccc(C)cc2)c(=O)[nH]1 | 1 | 2 | -5 | 9 | -1 | 0 | 0 | -4 | -0.7 | 3
O=C(Nc1nnc(SCc2ccccc2Cl)s1)C1COc2ccccc2O1 (stereo not drawn) | 9 | -6 | -2 | -3 | -5 | 4 | -4 | 0 | -0.7 | 0
Nc1c(N(Cc2ccco2)C(=O)c2cccc(Cl)c2)c(=O)[nH]c(=O)n1Cc1ccccc1 | 5 | -8 | 1 | 30 | -1 | 18 | -18 | -4 | -1.2 | 2
NC(=S)Nc1cccc2[nH]ccc12 | -2 | -7 | -14 | -12 | -18 | 2 | -2 | -3 | 0.9 | -1

Some entries already given with just DAGLB inhibitor and NSD2 HMT inh.
Compound	DAGLB inhibitor	NSD2 HMT inh
O=C(O)c1ccc(NS(=O)(=O)c2ccc3nnn(O)c3c2)cc1	2	0
Cc1ccccc1-n1ncc(C(C)NC(=O)c2ccco2)c1C (stereo not drawn)	2	2
Cc1cc(C)c2ccc(Cl)cc2n1	1	.
Cc1nc2ccc(NC(=S)N3CCOCC3)cc2nc1C	2	49

Further structures
SMILES | DAGLB inhibitor | RTF Ca sens inh | PKA-R2B act | Arr AP2 block | PvdQ acylase | SR-BI uptake up | SR-BI DiI inh | Keap1 Nrf2 FP | LANA DNA inh | NSD2 HMT inh
Nc1nonc1-n1nnc(C(=O)N/N=C/c2ccoc2)c1CSc1ccccc1 | -4 | 5 | -3 | 38 | 8 | 6 | -6 | 0 | 0.7 | 1
COc1ccc2cc3cc(C(=O)NCc4cccnc4)oc3nc2c1 | -1 | -1 | -4 | . | -13 | 3 | -3 | -3 | -2.7 | -1
Cc1nc(-c2ccccc2)cc(-c2ccccc2)n1 | -9 | -2 | 2 | 5 | -13 | -31 | 31 | 2 | -1.3 | -2
O=C(O)c1cccc(-c2nc3ccccc3[nH]2)c1 | -3 | -2 | 10 | 13 | 2 | 18 | -18 | -2 | 1.4 | 4
O=C(COc1ccc(S(=O)(=O)Nc2ccccc2)cc1)NCc1cccnc1 | 2 | -10 | 3 | -5 | -7 | 7 | -7 | -4 | -0.7 | 3
Cc1ccc2cc(CN(c3ccccc3)S(=O)(=O)c3ccccc3)c(=O)[nH]c2c1 | 1 | -1 | 5 | -21 | -7 | -5 | 5 | -4 | 5.0 | -2
Cc1cc(C(=O)NCCc2ccc(Cl)cc2)c(C)o1 | 1 | 7 | -6 | -12 | -2 | -10 | 10 | -1 | 1.6 | 10
Cc1cnc(C(=O)OCc2c(C)cc(C(C)(C)C)cc2C)cn1 | -7 | -12 | -11 | -4 | -12 | 16 | -16 | -3 | -2.2 | -7
COC(=O)c1ccc(C23CC4(C2)[C@H](CN(C)[C@@H]4c2ccccc2)C3c2ccc(Cl)nc2)cc1 (stereo partly drawn) | -6 | -6 | -8 | 0 | -11 | 34 | -34 | -3 | 1.1 | .
Cc1sc2c(c1C)c(=O)n(-c1ccccc1)c1nnc(C)n21 | -1 | -4 | 0 | -3 | -6 | 35 | -35 | 3 | -1.8 | 7
COc1ccc(C(=O)NCC(=O)OCC(=O)Nc2cc([N+](=O)[O-])ccc2F)cc1 | -4 | -6 | -14 | -17 | -20 | 8 | -8 | -3 | -0.9 | -5
Cc1cccc(NC(=O)c2ccco2)c1C | -6 | -11 | 3 | 9 | -6 | 11 | -11 | -4 | -1.8 | 2
CC(C)[C@@H](C(=O)O)N(Cc1cccc(CN([C@H](C(=O)O)C(C)C)S(C)(=O)=O)c1)S(C)(=O)=O | -2 | 2 | -6 | 9 | 7 | -7 | 7 | -1 | 2.2 | .
O=[N+]([O-])c1cccc(-c2nnc(C3CC3)o2)c1 | -7 | -5 | 3 | 14 | 6 | -8 | 8 | -3 | -2.1 | 5
Fc1ccc(-n2nnc(-c3cccnc3)n2)cc1 | -4 | -5 | -9 | 27 | 7 | 17 | -17 | -2 | 0.5 | .
C=CC[C@@H](CC(=O)N[C@@H](CO)Cc1ccccc1)C(=O)N[C@H](COC(=O)[C@H](CC=C)CC(=O)OC(C)(C)C)Cc1c[nH]c2ccccc12 | -1 | -1 | -11 | -4 | -6 | 21 | -21 | -3 | 2.7 | .
Cc1c2n(c3ccccc13)CCN(C)C2 | 0 | -19 | -11 | 12 | -16 | -6 | 6 | -5 | -0.8 | .
CCCCN(CC)CCNC(=O)Cn1cnc2sc(C)c(S(=O)(=O)N3CCC(C)CC3)c2c1=O | -1 | -5 | -5 | 29 | -3 | -11 | 11 | 0 | 2.3 | 5
Cc1ccc(Nc2c([N+](=O)[O-])c(=O)n(C)c3ccccc23)cc1C | 5 | 2 | -1 | 10 | -2 | -71 | 71* | 3 | 2.1 | 6
Cc1ccc(CN2C(=O)COc3cc(NS(C)(=O)=O)ccc32)cc1 | 2 | 1 | -10 | 22 | -2 | -1 | 1 | 4 | 0.8 | 1
CCN(c1ccccc1)S(=O)(=O)c1ccc(Oc2ccc([N+](=O)[O-])cc2)nc1 | -3 | -11 | -8 | 11 | -3 | -7 | 7 | -1 | 0.3 | 0
O=C(CCl)Nc1ccc(S(=O)(=O)NC2=NCCCCC2)cc1 | -2 | -3 | -6 | 18 | -7 | 9 | -9 | -5 | 1.8 | 1
Cc1cc(C)c(C)c(S(=O)(=O)NCC(=O)O)c1C | 0 | -7 | 2 | 0 | -4 | 12 | -12 | -5 | 0.2 | -2
CC[C@@]1(C(=O)OC)N[C@H](CN(C)C(=O)Nc2ccc(Cl)cc2)[C@@H]2C(=O)N(Cc3ccccc3)C(=O)[C@@H]21 | -1 | -3 | 4 | 9 | 24 | -30 | 30 | 1 | 2.4 | .
Cc1ccccc1N(CC(=O)N/N=C/c1ccc(Cl)cc1)C(=O)c1ccccc1 | -1 | 3 | -10 | -4 | 3 | -1 | 1 | -4 | 0.7 | 1
CCCOC(=O)CSc1nc(N)c(C#N)c(-c2ccco2)c1C#N | -3 | -23 | 3 | 4 | -17 | -16 | 16 | -3 | 0.1 | -1
CCN1C(=O)C(O)(C2COC(C)(C)CC2=O)c2cc(Br)ccc21 (stereo not drawn) | 2 | 0 | 3 | 8 | 1 | 11 | -11 | 2 | -0.2 | 0
CC(NC(=O)Cc1cccs1)C(c1cccs1)N1CCN(c2ccccc2)CC1 (stereo not drawn) | -6 | -6 | 5 | 0 | -6 | 7 | -7 | -7 | -4.2 | 0
COc1cc([N+](=O)[O-])ccc1-c1ccc(/C=N/NC(=O)OC(C)(C)C)o1 | -1 | -2 | 2 | 47 | -1 | -50 | 50 | 1 | -0.1 | 1
O=C(Nc1ccccc1)c1cc(S(=O)(=O)NCc2ccncc2)ccc1Cl | 4 | -9 | 7 | -5 | -20 | 11 | -11 | 0 | -0.6 | -4

Some values from the results shown.
`CCCOC(=O)CSc1nc(N)c(C#N)c(-c2ccco2)c1C#N` in NSD2 HMT inh = -1
`CC[C@@]1(C(=O)OC)N[C@H](CN(C)C(=O)Nc2ccc(Cl)cc2)[C@@H]2C(=O)N(Cc3ccccc3)C(=O)[C@@H]21` in Arr AP2 block = 9
`CCN(c1ccccc1)S(=O)(=O)c1ccc(Oc2ccc([N+](=O)[O-])cc2)nc1` in RTF Ca sens inh = -11
`O=C(Nc1ccccc1)c1cc(S(=O)(=O)NCc2ccncc2)ccc1Cl` in PKA-R2B act = 7
`Cc1cc(C)c(C)c(S(=O)(=O)NCC(=O)O)c1C` in PvdQ acylase = -4

High-throughput results (PubChem BioAssay)
